# High-throughput results as filed in PubChem BioAssay.
# bIAP act = intestinal alkaline phosphatase (bovine) activation. 0.17% of 200,000 active. activation factor at 20 µM. purified bovine IAP, CDP-star luminescence, 30 min; stronger effect = higher value; fold of DMSO-control signal, blank-subtracted;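 active = activation factor of 2 or more at 20 µM, a signal rise over negative controls twice the positive control's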
# TNAP inh no acc = TNAP (human) inhibition, acceptor-free conditions. P05186. purified TNAP, CDP-star luminescence, 30 min. inhibition, % at 20 µM. 0.26% of 200,000 active. AID 1012;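 active = tissue-nonspecific alkaline phosphatase inhibition above about 50% at 20 µM in the single-dose screen, limit read from the data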;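 note: 0% = DMSO negative control and 100% = EDTA positive control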
# FLuc inhib CS = counter-screen for luciferase assay inhibitors: firefly luciferase inhibition. inhibition, % at 10 µM. ATPLite firefly luciferase biochemical luminescence, 10 min. AID 1006. 1.5% of 200,000 active. P08659;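 active = inhibition above about 50% when tested at 10 µM, limit read from the data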
# Target sequence (P08659 whole entry, looked up): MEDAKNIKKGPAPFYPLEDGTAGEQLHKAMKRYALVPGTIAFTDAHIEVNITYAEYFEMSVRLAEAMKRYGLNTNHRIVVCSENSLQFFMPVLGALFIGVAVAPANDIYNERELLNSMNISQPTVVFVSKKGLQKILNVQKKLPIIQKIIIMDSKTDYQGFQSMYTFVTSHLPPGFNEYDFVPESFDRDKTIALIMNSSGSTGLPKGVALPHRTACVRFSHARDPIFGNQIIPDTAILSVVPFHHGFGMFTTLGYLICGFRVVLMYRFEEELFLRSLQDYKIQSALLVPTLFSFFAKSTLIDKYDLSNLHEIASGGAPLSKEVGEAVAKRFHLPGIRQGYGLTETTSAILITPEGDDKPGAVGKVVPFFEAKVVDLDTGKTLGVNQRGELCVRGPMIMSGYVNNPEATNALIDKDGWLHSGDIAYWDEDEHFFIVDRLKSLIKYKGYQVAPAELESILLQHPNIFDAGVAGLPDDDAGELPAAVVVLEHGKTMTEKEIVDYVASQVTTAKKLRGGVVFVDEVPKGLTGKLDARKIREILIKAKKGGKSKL
# PMI act satM6P = increases human PMI activity with near-saturating mannose 6-phosphate; P34949; coupled PMI enzyme assay, resazurin fluorescence, 20 min; stronger effect = higher value; 1 = untreated enzyme, 0 = substrate-free blank; activation factor at 20 µM; 0.34% of 190,000 active; AID 1216;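 active = activation factor of 2 or more at 20 µM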
# Target sequence (P34949 whole entry, looked up): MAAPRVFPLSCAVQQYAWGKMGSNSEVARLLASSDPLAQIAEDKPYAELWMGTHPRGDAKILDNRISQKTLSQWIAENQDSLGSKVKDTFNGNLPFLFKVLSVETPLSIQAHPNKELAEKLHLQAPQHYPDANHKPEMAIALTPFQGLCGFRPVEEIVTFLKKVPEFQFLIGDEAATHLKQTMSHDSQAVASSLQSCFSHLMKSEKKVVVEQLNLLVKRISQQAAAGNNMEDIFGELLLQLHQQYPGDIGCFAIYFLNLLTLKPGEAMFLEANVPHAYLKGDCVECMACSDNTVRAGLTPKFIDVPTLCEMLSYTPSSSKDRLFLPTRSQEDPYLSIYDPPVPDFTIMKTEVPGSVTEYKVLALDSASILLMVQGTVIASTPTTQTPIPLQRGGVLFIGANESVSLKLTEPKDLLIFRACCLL
#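 Test system: Human PMI in coupled enzyme assay | Input: 15 ng/mL PMI | Medium: HEPES-buffered pH 7.4 with magnesium and detergent | Compound: One concentration, 20 µM, in 1% DMSO | Incubation: Enzyme reaction with compound 20 min at room temperature | Detection: Diaphorase-driven resazurin-to-resorufin fluorescence, excitation 544, emission 590 nm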
# PMI act = phosphomannose isomerase (human) activation | purified human PMI, coupled resazurin fluorescence, 20 min; stronger effect = higher value; 1 = vehicle control, 0 substrate-free wells | activation factor at 20 µM | 0.005% of 190,000 active;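 active = activation factor of 2 or more at 20 µM, relative to plate controls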
# NF-kB neuron act = compounds increasing NF-kB expression in human neuronal cells. NF-kB reporter expression; stronger effect = higher value. fold change at 12.5 µM. 1.6% of 190,000 active; in the data active = fold change above about 3.3
# APP 5'UTR act = activates APP 5'UTR luciferase reporter; SH-SY5Y APP 5'UTR luciferase reporter, luminescence; zero percent = DMSO vehicle wells; 1% of 190,000 active; activation, % at 2 µM;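 active = activation above a set limit, based on mean plus 3 SD of controls, cut at about 140% in these data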; note: values of inactives mirror those of a sister screen read the other way
# TNAP inh hiacc = inhibitors of human TNAP at high phosphate acceptor concentration; 0.03% of 200,000 active; P05186; AID 1135; inhibition, % at 20 µM; purified TNAP, CDP-star luminescence, 1 M DEA;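 active = over 50% inhibition of tissue-nonspecific alkaline phosphatase at 20 µM in the single-dose screen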;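 note: plate controls were DMSO wells for no effect and EDTA-quenched wells as full inhibition for full effect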
# TNAP act hi DEA = activators of human TNAP at high phosphate acceptor concentration; P05186; purified TNAP, CDP-star luminescence, 1 M DEA, 30 min; stronger effect = higher value; 0 = EDTA background, 1 = DMSO-only activity; activation factor at 20 µM; 200,000 tested, under 10 active; AID 1136;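 active = activation factor at least 2 at 20 µM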
#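 Measured by: Luminescent substrate turnover signal | Test system: Human TNAP | Input: TNAP 1/800 final | Dosing: 20 µM single point | Schedule: 30 min, room temperature | Controls: EDTA wells as negative control, DMSO wells as positive control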
# FLuc stim CS = affects firefly luciferase, flagging false hits in luciferase stimulation screens; AID 1027; 200,000 tested, under 10 active; activation factor at 10 µM; P08659; ATPlite luciferase biochemical, luminescence, 10 min; 0 = ATP-free wells, 1 = DMSO control;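 active = luciferase activation factor, scaled between plate controls, of at least 2 with compound at 10 µM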
#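 Assay system: Luciferase/luciferin reagent mix; Medium: PBS as buffer for the ATP substrate; Dosing: test compounds dosed from 2 mM stocks in 100% DMSO; Times: 10 min, room temperature; Signal: luminescence from luciferase reaction; Read-out: luciferase activation; Controls: No-ATP low control, compound-free enzyme-plus-ATP high control.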
# An asterisk follows results filed as active; x = not tested or not shown. This is a random part of the collection. Share with any hit: about 3.6%.
# Sample of the layout, 3 compounds:
# The line under a structure holds: FLuc stim CS	PMI act satM6P	TNAP inh hiacc	APP 5'UTR act	FLuc inhib CS	bIAP act	PMI act	TNAP inh no acc	NF-kB neuron act	TNAP act hi DEA
COc1cc(/C=C/C(=O)O)ccc1OCc1cnc(Cl)s1
→ 1	1.1	-5	-9	-5	1	1.1	-7	1.2	1.1
CCOC(=O)c1cnc2c(Cl)cccc2c1NCCN(C)C
→ 1	1	0	-5	0	1	1	-6	1	1
Cc1cccn2c(=O)c3cc(C(=O)NC(C)C)c(=N)n(Cc4ccncc4)c3nc12
→ 1.1	0.9	-2	-1	-10	0.9	0.9	-11	0.77	1

# All compounds of this part, repeating the preview:
# The line under a structure holds: FLuc stim CS	PMI act satM6P	TNAP inh hiacc	APP 5'UTR act	FLuc inhib CS	bIAP act	PMI act	TNAP inh no acc	NF-kB neuron act	TNAP act hi DEA
COc1cc(/C=C/C(=O)O)ccc1OCc1cnc(Cl)s1
→ 1	1.1	-5	-9	-5	1	1.1	-7	1.2	1.1
CCOC(=O)c1cnc2c(Cl)cccc2c1NCCN(C)C
→ 1	1	0	-5	0	1	1	-6	1	1
Cc1cccn2c(=O)c3cc(C(=O)NC(C)C)c(=N)n(Cc4ccncc4)c3nc12
→ 1.1	0.9	-2	-1	-10	0.9	0.9	-11	0.77	1
Cc1cccc(N2CCN(C(=O)N3CCCCC3)CC2)c1C
→ 1	1.1	-3	3	-2	1.2	1.1	-9	1.2	1
CCN(CC)S(=O)(=O)c1ccc(-c2nnc(SCC(=O)Nc3nnc(C)s3)n2CC)cc1
→ 1	1	-2	16	-2	0.9	1.1	-10	0.93	1
C=CCSc1nc(-c2ccc(OC)cc2)c(C#N)c(=O)n1CC=C
→ 1.1	1	-6	-8	-8	0.8	0.9	-6	1.1	1.1
C/C(CC(=O)Nc1ccc(F)cc1)=N\NC(=O)COc1ccccc1
→ 1.1	1	-2	9	-7	0.5	0.9	-6	1	1
COc1ccc(NC(=O)c2ccc(NCCCN3CCOCC3)c([N+](=O)[O-])c2)cc1
→ 1	0.9	11	5	-1	0.9	0.8	9	0.7	0.9
O=C(COc1ccc(S(=O)(=O)N2CCCCC2)cc1)NCC1CCCO1 (stereo not drawn)
→ 1	0.9	-9	-5	-4	1.1	0.8	-10	1.3	1.1
CCN(CC)Cc1c(-c2ccccc2)[nH]c2ccc(C)cc2c1=O
→ 1	1.1	-5	14	-3	1	1.1	-17	1.3	1
O=C(Nc1cccn(Cc2c(Cl)cccc2Cl)c1=O)c1ccccc1Cl
→ 1.1	0.8	-7	18	-7	0.9	0.8	-7	1.2	1.1
NC(=O)c1cc(N)ccc1N1CCCC1
→ 1	0.6	-1	23	-3	1	0.8	-11	0.92	1
CC1SC(c2ccc(Cl)cc2)NC1=O (stereo not drawn)
→ 1	0.9	-2	9	-4	0.9	0.9	-19	1.2	1
Cc1cccc(N=CC=C2OC(C)(C)C(C)(C)O2)c1
→ 1	1.3	-4	1	1	1.4	1.4	-10	1.4	1
Cc1ccc(S(=O)(=O)N(CCO)Cc2cc3ccc(C)c(C)c3[nH]c2=O)cc1
→ 1	1	-4	-17	0	1.1	1.1	-10	0.84	1
Cc1ccc(NC2(C#N)C(=O)Nc3ccccc32)cc1 (stereo not drawn)
→ 1	1.1	-2	12	-2	0.5	1	-2	1.4	1
CCCN1CCN(c2nc(-c3cccs3)nc3ccccc23)CC1
→ 1.1	1	-1	1	-8	1	1.1	9	0.67	1
Cc1ccc(NC(=S)NN2CCN(C)CC2)c(C)c1
→ 1.1	1	-7	8	-9	1	1.1	-5	1.2	1.1
O=C(N/N=C/c1cccc(O)c1)c1ccc(COc2cccc3cccnc23)cc1
→ 0.8	1	0	13	24	0.9	1.1	8	1.2	1
COc1ccc(N(CCC#N)S(=O)(=O)c2cccc3nsnc23)cc1
→ 1.1	0.9	-2	3	-8	0.9	0.9	-9	1.2	1
Cc1cc(C)c(OCC(O)CN2CCN(c3ccccn3)CC2)c(C)c1 (stereo not drawn)
→ 1	1.1	-4	12	-2	1.1	1.2	-3	1	1
Cc1ccc(NC(=O)NCCCN2CCOCC2)cc1
→ 1.1	0.9	-2	3	-9	1	1	-10	1.1	1
CCc1noc(C)c1C(=O)Nc1nc(-c2ccc(Cl)cc2Cl)cs1
→ 1.1	0.9	-4	4	-6	0.7	0.8	-46	0.82	1
Cc1ccc(Cl)cc1NC(=O)CSC(N)=O
→ 1	1	3	-5	1	1.1	0.9	-8	1.9	1
CCCCOc1ccc(Cc2c(Cl)nc(SC)nc2N2CCOCC2)cc1
→ 1	0.9	-3	3	-5	1	0.8	-22	1.1	1
Cn1c(=O)c(C(=O)CSc2nnc(Nc3ccccc3)s2)c(N)n(Cc2ccccc2)c1=O
→ 1.1	1.1	-8	11	-10	0.9	1.1	-5	1.1	1.1
Cc1cccc(NC(=O)CNC(=O)COc2ccc(-c3ccc(C#N)cc3)cc2)c1C
→ 1	1.1	-4	13	-1	0.9	1	-14	1	1
Cc1ccc(NC(=O)N(CCCN2CCOCC2)Cc2cccs2)cc1C
→ 1	1.1	-8	11	-3	1.2	1	-14	0.86	1.1
O=[N+]([O-])c1nn(-c2cccc(Cl)c2)n(O)c1=NCc1cccnc1
→ 1	0.9	5	0	-2	0.2	0.9	-7	1.1	0.9
CCCSc1nsc(NC(=O)CCC)n1
→ 0.7	1	-7	194*	26	1	1.1	-12	6.4*	1.1
Cc1noc(C)c1S(=O)(=O)N(C)CC(=O)Nc1ccc(F)cc1
→ 1.1	1.1	-7	-14	-7	1	1.1	-6	1	1.1
COc1cccc(N2CCN(C(=O)c3ccc(N4C(=O)NC5CC4(C)Oc4ccccc45)cc3)CC2)c1 (stereo not drawn)
→ 1.1	0.9	-4	16	-5	1	1	-11	1.1	1
Cc1csc(NC(=O)CCNC(=O)c2ccccc2Cl)n1
→ 1	1	1	-11	0	1	1.1	4	1.1	1
CN(C)c1ccc(/C=N/NC(=O)c2nonc2N)cc1[N+](=O)[O-]
→ 0.8	0.8	7	-12	16	0.9	0.9	10	1	0.9
COc1ccc([N+](=O)[O-])cc1N(CC(=O)NCCCOC(C)C)S(C)(=O)=O
→ 1	1.1	-3	-21	-4	1.1	1.1	-8	1.3	1
BrC(=C\c1ccccc1)/C=N/n1cnnc1
→ 1.1	1.1	-5	-79	-6	1	1.2	-10	0.5	1
CCN(CC)c1ccc(/C=N/N2C(=O)c3ccccc3C2=O)cc1
→ 0.6	0.9	-3	-9	38	1	1	-6	1.4	1
O=C(N/N=C/c1cn(-c2cccs2)nc1-c1ccccc1)c1ccccc1Cl
→ 0.9	1	-4	21	8	1.2	0.9	-6	0.56	1
CCOC(=O)C1(Cc2cccc(OC)c2)CCN(Cc2cccnc2)CC1
→ 1.1	x	-1	9	-7	1.1	x	-6	1.1	1
CCCCSc1nnc([C@@H]2CCCN2C(=O)OC(C)(C)C)o1
→ 1	1.1	-7	x	-3	1.1	1	-4	1.3	1.1
CCNC(=O)NC(=O)COc1ccccc1C#N
→ 0.9	1.1	-4	10	10	1	1.2	3	2	1
CN1CC(=O)N(CC(=O)Nc2ccc3c(c2)CCC3)C1=O
→ 1	1	-6	28	-4	0.9	1	-13	1.1	1.1
COc1ccc(C(C)=O)cc1CSCCC(=O)O
→ 1	0.9	4	2	-4	1	1	-2	1.1	1
COc1ccc(C2CC(C)=NN2C=O)cc1OC (stereo not drawn)
→ 1	0.9	-3	3	-3	1	0.9	-12	1.1	1
Cc1ccc2c(Cl)cc(Cl)c(OCC(=O)NC(=O)NCc3ccco3)c2n1
→ 1.1	1	-4	20	-6	0.9	1	-8	1.2	1
O=C(Nc1ccc(F)c(Cl)c1)Nc1cnccn1
→ 1	1	-5	11	-5	1.1	1	-3	1.2	1
CCCCNc1nc2ccccc2nc1Cl
→ 1	1	-6	20	-5	0.9	0.9	-11	1	1.1
O=C(O)c1ccc(CSc2nnc(SCc3ccccc3)s2)cc1
→ 1	1	-6	-5	0	0.9	1	-14	1.4	1.1
CC(C)C(=O)NCCc1nc2ccccc2n1CCc1ccccc1
→ 1.1	1	-8	9	-10	1.1	1.1	-11	1.2	1.1
Cc1nn(CC(=O)NCc2cccnc2)c(C)c1[N+](=O)[O-]
→ 1	1	-3	2	-2	1.2	0.9	-6	0.96	1
CCOC(=O)C1(CCc2ccccc2)CCN(Cc2c(O)cccc2OC)CC1
→ 1.1	1	-3	19	-7	0.9	1	-2	1	1
O=C(O)C1CCCCC1C(=O)NCCc1ccccc1 (stereo not drawn)
→ 1.1	1	1	-20	-7	0.9	0.9	-6	1.1	1
Cc1sc2ncnc(OCC(=O)N3CCN(S(=O)(=O)c4ccc(Cl)cc4)CC3)c2c1C
→ 1.1	0.8	-4	-1	-6	1	0.9	-12	0.62	1
O=C(O)C1C2C=CC(C2)C1C(=O)NCCc1cccc(Cl)c1 (stereo not drawn)
→ 1.1	1	0	12	-10	1.2	1.1	1	1	1
CCOC(=O)CC1COc2ccccc2N1C(=O)c1ccc(F)cc1 (stereo not drawn)
→ 1.1	0.8	-1	-15	-5	1.1	0.9	-4	1.6	1
Cc1cc(C)nc(NS(=O)(=O)c2ccc(NC(=O)C3CC(=O)N(c4ccccc4)C3)cc2)n1 (stereo not drawn)
→ 1	1.1	-6	10	-4	1	1.1	-10	1.2	1.1
O=C(c1ccco1)[C@@H]1[C@@H]2C(=O)N(c3ccc(F)cc3)C(=O)[C@@H]2[C@H]2C=Cc3ccccc3N21
→ 1	1.4	8	21	-1	0.4	1.3	-18	1.1	0.9
Cc1nn(Cc2ccc(F)cc2)c(Cl)c1/C=N/NC(=O)c1ccccc1
→ 0.9	1	2	1	15	1.1	1	0	1.1	1
O=C(Nc1cccnc1)c1c(F)cccc1F
→ 1	1.1	-3	2	-4	0.9	1	12	1.2	1
CCCOC(=O)c1ccc(Oc2cn[nH]c2-c2ccc(OC)cc2O)cc1
→ 1	1	-6	-12	-5	1.6	1	-18	0.88	1.1

# Following part.
# The line under a structure holds: FLuc stim CS	PMI act satM6P	TNAP inh hiacc	APP 5'UTR act	FLuc inhib CS	bIAP act	PMI act	TNAP inh no acc	NF-kB neuron act	TNAP act hi DEA
CCOC(=O)C1=C(C)NC2=C(C(=O)c3ccccc32)C1c1ccc(O)cc1 (stereo not drawn)
→ 1	1	14	2	-2	1	1	5	0.72	0.9
O=S(=O)(c1ccc(Br)cc1)N1CCOC12CCCCC2
→ 1	1	-4	2	-4	1	1	-7	0.96	1
CCc1ccccc1NC(=O)CN1CCC(NC(=O)COC)CC1
→ 1.1	1	-9	12	-5	1	1.1	-16	1	1.1
COC(=O)c1ccc(OCC(O)CN2CCC(C)CC2)cc1 (stereo not drawn)
→ 1	0.8	-5	8	1	1	0.9	-12	1.4	1
CCOC(=O)N1CCC(N(CCN(C)C)C(=S)Nc2cc(C)cc(C)c2)CC1
→ 1	1	-1	-4	-1	0.8	0.9	-4	0.98	1
Cc1cc(Cl)ccc1Nc1ncccc1C(N)=O
→ 0.9	1	-5	41	6	1.1	1	-7	2.1	1
CSc1nc(NC(C)(C)C)nc(Oc2ccc(=O)[nH]n2)n1
→ 1	0.8	1	-9	-2	1	0.8	-4	1.2	1
